Compound activity: PubChem, Sanford-Burnham Center for Chemical Genomics
ATG4B inh = blocks human ATG4B protease cleavage of LC3 substrate; Q9Y4P1; ATG4B cleavage of LC3-PLA2, NBD-HPC fluorescence, 1 h; inhibition, % at 8.33 µM; 340,000 tested, 0.51% active; in the data active = inhibition above about 40%
mIAP activ = increases mouse intestinal alkaline phosphatase activity; muIAP, CDP-Star luminescence, 30 min; hits give high values; 1 = vehicle-only enzyme signal, 0 = enzyme-free wells; activation factor at 10 µM; 330,000 tested, 0.24% active;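 active = activation factor of at least 2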; also: the source names both 10 and 20 µM as test concentration; values of inactives mirror those of a sister screen read the other way
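Assay system: mouse IAP enzyme; Reagent: CDP-Star chemiluminescent phosphatase substrate; Compound: DMSO-dissolved test compounds; Incubation: 30 min, room temperature; Technique: luminescence from enzymatic CDP-Star hydrolysis; Controls: DMSO-only wells and no-enzyme negative control.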
A3A deaminase = inhibitors of human APOBEC3A DNA deaminase. recombinant A3A, FAM/TAMRA ssDNA deamination fluorescence. inhibition, % at 20 µM. 330,000 tested, 0.41% active;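 active = at least 40% inhibition at 20 µM here, with at most 30% in a related deaminase screen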;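 also: plate controls were A3A with DMSO for no effect and wells lacking A3A enzyme for full effect; some results filed as inactive read as strong as hits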
Target sequence (P31941 whole entry, looked up): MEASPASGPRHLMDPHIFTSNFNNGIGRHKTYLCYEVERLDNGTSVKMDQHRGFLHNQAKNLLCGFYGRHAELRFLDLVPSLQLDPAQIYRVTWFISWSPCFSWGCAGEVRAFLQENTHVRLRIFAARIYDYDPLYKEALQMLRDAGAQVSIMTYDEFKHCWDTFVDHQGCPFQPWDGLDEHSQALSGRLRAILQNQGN
hIAP inh = human IAP inhibition. P09923. purified IAP, CDP-Star luminescence, 30 min. inhibition, % at 10 µM. 330,000 tested, 0.12% active. AID 2544;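 active = inhibition reaching a set limit with compound at 10 µM in the primary screen, cut at about 35% in these data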;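 also: plate controls were DMSO wells with enzyme for no effect and no-enzyme buffer wells for full effect; values of inactives mirror those of a sister screen read the other way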
beta cell repl = MIN6 beta-cell proliferation induction; MIN6 cells proliferation, ATPlite luminescence, 48 h; cells starved in 0.2% serum; 100% = growth in 10% serum; proliferation, % at 10 µM; 330,000 tested, 0.29% active;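 active = compounds whose signal lies at least 3.5 SD above the mean of all wells on their plate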;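 also: 0% = DMSO-treated cells in low-serum medium and 100% = 10% serum control; some compounds called inactive have numbers as strong as hits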
APOBEC3G inh = inhibitors of human APOBEC3G DNA deaminase; Q9HC16; recombinant A3G, ssDNA deamination FAM/TAMRA fluorescence; inhibition, % at 20 µM; 330,000 tested, 0.28% active; AID 493012;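 active = inhibition of at least 40% at 20 µM, with no more than 30% in the related APOBEC3A deaminase screen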;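 also: plate controls were DMSO wells with A3G for no effect and wells lacking A3G enzyme for full effect; some compounds called inactive have numbers as strong as hits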
Target sequence (Q9HC16 whole entry, looked up): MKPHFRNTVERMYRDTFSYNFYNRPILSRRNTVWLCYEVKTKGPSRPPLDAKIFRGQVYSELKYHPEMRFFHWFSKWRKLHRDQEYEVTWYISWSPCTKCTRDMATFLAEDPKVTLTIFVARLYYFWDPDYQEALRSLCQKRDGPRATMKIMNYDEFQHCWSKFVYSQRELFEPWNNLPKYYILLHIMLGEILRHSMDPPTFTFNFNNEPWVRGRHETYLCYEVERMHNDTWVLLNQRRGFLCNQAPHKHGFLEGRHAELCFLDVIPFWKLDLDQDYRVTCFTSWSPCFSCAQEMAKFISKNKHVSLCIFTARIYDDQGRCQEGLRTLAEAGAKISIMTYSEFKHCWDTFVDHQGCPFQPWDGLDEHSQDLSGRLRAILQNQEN
mIAP block = blocks mouse intestinal alkaline phosphatase | purified mouse IAP, CDP-Star luminescence, 30 min | 330,000 tested, 0.2% active | AID 2806 | inhibition, % at 10 µM;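 active = inhibition of at least 40% at 10 µM in the primary screen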;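 also: plate controls were DMSO with enzyme for no effect and no enzyme wells for full effect; values of inactives mirror those of a sister screen read the other way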
MPTP block = inhibitors of mitochondrial permeability transition pore | AID 602449 | isolated mouse mitochondria, Ca2+ swelling absorbance, 30 min | 360,000 tested, 1.4% active | inhibition, % at 10 µM;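 active = inhibition of 50% or more, scaled per plate between neutral and stimulator controls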;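 also: 0% = DMSO wells given calcium and 100% = 1 mM EGTA wells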
hIAP act = increases human intestinal alkaline phosphatase activity; 330,000 tested, 0.16% active; activation factor at 10 µM; AID 2524; purified human IAP, CDP-Star luminescence, 30 min; hits give high values; 1 = vehicle-only enzyme, 0 = enzyme-free background;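 active = activation factor of the enzyme at least 2-fold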; also: the source names both 10 and 20 µM as test concentration; values of inactives mirror those of a sister screen read the other way
* hit, by the source's call.

SMILES	ATG4B inh	mIAP activ	A3A deaminase	hIAP inh	beta cell repl	APOBEC3G inh	mIAP block	MPTP block	hIAP act
CC1CN(C(=O)c2cc3cc(F)ccc3[nH]2)CC(C)O1 (stereo not drawn)	-5.2	0.949	-3.4	11.2	-3.3	-4.8	5.1	1.6	0.888
O=C(NCc1ccc(C(F)(F)F)cc1)C1CC(c2c(Cl)cccc2Cl)=NO1 (stereo not drawn)	8.2	0.963	0.8	7.4	-3.2	1.9	3.7	0.6	0.926
COc1ccc(C(=O)N/N=C(\C)CC(=O)Nc2ccccn2)cc1OC	-8.8	1.07	-3.9	0.1	-0.4	-9.1	-6.9	-1.5	0.999
CCCC(=O)C1=C(O)C(C(=O)OC)C(C)(C)CC1=Nc1ccncc1 (stereo not drawn)	2.5	0.879	-2.3	8.9	-2.9	-2.9	12.1	2.8	0.911
COc1ccc(CN2CCCC(C(=O)Nc3cccc(-n4cccn4)c3)C2)cc1 (stereo not drawn)	-11.6	1.05	-2.2	-33.2	0.7	-5.7	-4.6	1.1	1.33
Cc1nc2ccc(NC(=O)c3ccc(Cl)c([N+](=O)[O-])c3)cc2s1	3.6	0.814	-1.9	10.9	-5.7	-5.1	18.6	38.2	0.891
Cc1cccc(N2CCN(C(=O)N3CCOCC3)CC2)c1C	-1.3	0.886	-4.1	2.5	-0.7	-4.9	11.4	-0.5	0.975
COc1ccc(S(=O)(=O)NNC(=O)c2csc(-n3nc(C)cc3C(F)(F)F)n2)cc1	-18.4	0.984	-0.7	-3.3	1.0	-4.9	1.6	-1.6	1.03
Cc1nc(N)[nH]c(=O)c1CCC(=O)OCC(C)C	-2.9	1.05	-1.7	-2.5	-2.1	-3.3	-4.7	-1.8	1.02
COc1ccccc1-[n+]1c(C)cc(/C=C2\Sc3ccccc3N2C)cc1C	18.4	0.856	23.2	33.9	-6.2	11.5	14.4	104.4*	0.661
O=C(NCC(=O)N1CCN(c2ccccc2)CC1)c1cccs1	5.2	1.01	-2.9	-6.6	-2.8	-5.2	-1.0	1.0	1.07
COc1cc(NC(=O)c2ccc(OC)c([N+](=O)[O-])c2)ccc1NC(=O)c1ccco1	-7.6	0.919	1.6	5.6	0.9	-2.3	8.1	1.0	0.944
COCCn1c(=NC(=O)CSCC(=O)Nc2cc(C)on2)sc2cc(C(=O)OC)ccc21	-3.7	0.895	-1.5	17.3	0.9	-5.0	10.5	0.2	0.827
Nn1c(-c2ccc(O)cc2)nnc1-c1ccc(O)cc1	-5.4	0.979	0.3	5.0	3.7	-3.1	2.1	-0.1	0.95
O=C(NCC1CCN(S(=O)(=O)c2ccccc2)CC1)Nc1ccccc1	-3.1	1.61	1.9	10.1	-2.6	-1.0	-61.3	3.5	0.899
COc1ccc(C(=O)NC(CC(C)C)C(=O)O)cc1 (stereo not drawn)	6.6	0.996	2.4	19.5	-2.5	-1.4	0.4	1.9	0.805
COc1ccccc1N1CCN(C2CCCN(C(=O)Cn3cccn3)C2)CC1 (stereo not drawn)	18.1	1	2.2	-5.0	3.4	2.7	0.0	-1.8	1.05
CC(=O)c1cccc(NC(=O)c2cc3ccccn3n2)c1	-1.3	0.966	-2.0	1.5	-4.3	-1.8	3.4	0.0	0.985
O=C(CN1CCNC(=O)C1)NCCc1ccc(Cl)cc1Cl	20.8	0.957	-2.9	4.3	-0.8	-4.9	4.3	-0.1	0.957
O=C(Nc1ccc(Cl)cc1)[C@@H]1[C@@H]2C(=O)N(c3cccc(F)c3)C(=O)[C@@H]2[C@H]2C=CC=NN21	-7.5	0.873	-4.5	3.3	-2.4	-7.7	12.7	2.2	0.966
O=C(Nc1ccc2c(c1)OCCO2)c1cnn(-c2ccccc2)n1	-0.2	1.01	-4.1	-0.7	-1.8	-7.1	-0.6	-2.0	1.01
Cc1ccc(S(=O)(=O)n2cc(C=O)c3ccccc32)cc1	2.2	1.07	0.8	1.4	-5.7	-2.3	-6.9	3.6	0.986
O=c1[nH]cc(S(=O)(=O)c2ccccc2)[nH]1	-5.7	0.963	-2.4	5.1	0.3	-1.6	3.7	-2.0	0.949
CCc1nnc(NC(=O)C2CCCN2C(=O)Nc2ccccc2OC)s1 (stereo not drawn)	-5.5	1.11	-1.3	2.4	3.9	-0.4	-10.8	-2.3	0.976
CCCC(=O)C1=C(N2CCCCC2)CC(C)(C)C(C(=O)OC)C1=O (stereo not drawn)	-4.1	1.02	-1.1	6.2	1.1	2.2	-1.7	-1.0	0.938
O=C(COCc1cc(-c2ccc3c(c2)OCO3)on1)N1CCN(c2cccc(C(F)(F)F)c2)CC1	-8.8	0.991	0.8	2.4	-7.9	4.8	0.9	-0.1	0.976
Cc1ccc(CN2CCN(/N=C/c3cc(Br)ccc3F)CC2)cc1	-0.8	1.03	-0.8	-13.9	-4.8	15.6	-3.2	0.6	1.14
Cc1ccc2nc(SCC(=O)N3CCC(C)CC3)nc(=O)n2c1	18.2	1.13	-8.7	-4.5	-2.9	18.0	-13.1	-0.1	1.04

An excerpt of these results, with two lines to a compound.
Every second line gives: ATG4B inh, mIAP activ, A3A deaminase, hIAP inh, beta cell repl, APOBEC3G inh, mIAP block, MPTP block, hIAP act
- CC(=O)c1cccc(NC(=O)c2cc3ccccn3n2)c1
→ -1.3, 0.966, -2.0, 1.5, -4.3, -1.8, 3.4, 0.0, 0.985
- O=C(CN1CCNC(=O)C1)NCCc1ccc(Cl)cc1Cl
→ 20.8, 0.957, -2.9, 4.3, -0.8, -4.9, 4.3, -0.1, 0.957
- O=C(Nc1ccc(Cl)cc1)[C@@H]1[C@@H]2C(=O)N(c3cccc(F)c3)C(=O)[C@@H]2[C@H]2C=CC=NN21
→ -7.5, 0.873, -4.5, 3.3, -2.4, -7.7, 12.7, 2.2, 0.966
- O=C(Nc1ccc2c(c1)OCCO2)c1cnn(-c2ccccc2)n1
→ -0.2, 1.01, -4.1, -0.7, -1.8, -7.1, -0.6, -2.0, 1.01
- Cc1ccc(S(=O)(=O)n2cc(C=O)c3ccccc32)cc1
→ 2.2, 1.07, 0.8, 1.4, -5.7, -2.3, -6.9, 3.6, 0.986

Given with two lines to a compound: part of the list above
Fields – ATG4B inh, mIAP activ, A3A deaminase, hIAP inh, beta cell repl, APOBEC3G inh, mIAP block, MPTP block, hIAP act
CCCC(=O)C1=C(N2CCCCC2)CC(C)(C)C(C(=O)OC)C1=O (stereo not drawn)
 : -4.1, 1.02, -1.1, 6.2, 1.1, 2.2, -1.7, -1.0, 0.938
O=C(COCc1cc(-c2ccc3c(c2)OCO3)on1)N1CCN(c2cccc(C(F)(F)F)c2)CC1
 : -8.8, 0.991, 0.8, 2.4, -7.9, 4.8, 0.9, -0.1, 0.976
